# Caspase-7 inhib: qHTS Assay for Allosteric/Competitive Inhibitors of Caspase-7; Potency, µM (titrated, usually from 57.5 µM), for inactives: top-dose activity change, negative = inhibition, most hits filed as inhibitors; 0.02% of 75,000 active; recombinant caspase-7, Ac-DEVD-AFC fluorescence rate; active means well fitted inhibition curve with a large enough effect in the main read-out, with a control signal flat, not every such curve was filed as active; inconclusive means small, poorly fitted or top-dose-only effect, or a change in a side signal; further: potency means the concentration at half of the fitted maximal effect; % of control where 0% means no effect
# Target sequence (P55210 24-198 limits assumed): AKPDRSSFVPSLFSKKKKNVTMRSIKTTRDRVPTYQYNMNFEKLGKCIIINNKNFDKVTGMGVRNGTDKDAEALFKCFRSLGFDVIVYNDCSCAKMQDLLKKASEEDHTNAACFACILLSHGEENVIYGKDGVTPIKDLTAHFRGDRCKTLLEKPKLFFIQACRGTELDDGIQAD
# Target sequence (P55210 207-303 limits assumed): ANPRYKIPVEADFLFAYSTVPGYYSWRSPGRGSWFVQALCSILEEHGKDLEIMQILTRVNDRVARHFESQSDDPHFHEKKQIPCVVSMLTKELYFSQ
# HEK293 cAMP cs: qHTS Assay for Agonists of the Thyroid Stimulating Hormone Receptor: Activators of Intracellular cAMP Concentrations in Parental HEK 293; parental HEK293 CNG cAMP sensor, membrane potential fluorescence; Potency, µM (highest dose often 57.1 µM), for the others: at the highest dose activation, most hits filed as activators; 2.5% of 73,000 active; AID 938, 2007; further: potency means the concentration at half of the fitted maximal effect; % of control where 0% means no effect; nearly all actives have a fitted effect of over 55% in size
#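 Parental HEK 293 cells stably expressing a modified CNG channel (no TSHR) report cAMP rise as membrane depolarization. Membrane potential dye with 100 uM RO 20-1724 was loaded for 60 min at room temperature, then compound added for 30 min; fluorescence read at 590 nm.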
# Fluorescein autfl: qHTS Assay for Spectroscopic Profiling in Fluorescein Spectral Region; Compound autofluorescence, 480/540 nm, fluorescein-equivalent; active compounds read high; max fluorescein-equivalent concentration, M; 0.91% of 59,000 active; AID 593, 2007; in the data active means max fluorescein-equivalent concentration above about 10 nM; inconclusive means between about 1.1 nM and that limit
#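 First, buffer (100 mM Tris, pH 8.0) dispensed; second, compounds and fluorescein standards pinned in; third, 15 min room-temperature incubation; finally, imaging at ex 480 nm/em 540 nm. Fluorescence normalized against the six-point fluorescein curve.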
# Luciferase inh: qHTS Assay for Inhibitors of Firefly Luciferase; Luciferin 4-monooxygenase (Photinus pyralis), P08659; purified firefly luciferase, luminescence, 8 min; Potency, µM (top dose mostly 57.1 µM), for the others: at the highest dose activity change, negative = inhibition, actives largely listed as inhibitors; 2.2% of 72,000 active; further: potency means the concentration at half of the fitted maximal effect; on the % scale 0 is the no-effect control and ±100 the full control effect; nearly all actives have a fitted effect of over 40% in size
# Target sequence (P08659 whole entry, looked up): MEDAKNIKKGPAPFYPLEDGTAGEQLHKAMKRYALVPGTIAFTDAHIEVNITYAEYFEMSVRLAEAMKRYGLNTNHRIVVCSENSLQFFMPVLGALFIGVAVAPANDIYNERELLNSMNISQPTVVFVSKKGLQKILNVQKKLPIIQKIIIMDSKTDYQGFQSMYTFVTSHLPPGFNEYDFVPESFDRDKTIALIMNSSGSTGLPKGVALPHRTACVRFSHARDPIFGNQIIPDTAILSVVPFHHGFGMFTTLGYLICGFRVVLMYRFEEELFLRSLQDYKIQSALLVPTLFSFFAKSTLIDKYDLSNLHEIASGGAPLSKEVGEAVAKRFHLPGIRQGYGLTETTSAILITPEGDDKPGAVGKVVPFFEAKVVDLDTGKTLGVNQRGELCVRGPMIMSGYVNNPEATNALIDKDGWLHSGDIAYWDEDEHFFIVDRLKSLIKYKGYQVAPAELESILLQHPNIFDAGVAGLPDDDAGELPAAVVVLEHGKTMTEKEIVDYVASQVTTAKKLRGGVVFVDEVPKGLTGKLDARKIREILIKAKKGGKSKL
#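 Compounds were tested as concentration series (qHTS) against purified P. pyralis luciferase with luciferin and 10 uM ATP in 50 mM imidazole pH 7.2, 50 mM KCl, 7 mM MgCl2, 0.01% Tween 20, 0.05% BSA. Luminescence was read after 8 min at ambient temperature.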
# Texas Red fluor: qHTS Assay for Spectroscopic Profiling in Texas Red Spectral Region. Compound fluorescence, Texas Red channel, 547/618 nm; active compounds read high. max dye-equivalent concentration, M. 0.06% of 59,000 active; in the data active means max dye-equivalent concentration above about 10 nM; inconclusive means between about 1.1 nM and that limit
#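 Spectral interference profiling: each compound concentration's relative fluorescence, read with a 547 nm excitation and 618 nm emission filter pair, was normalized to a per-plate Texas Red standard curve.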
# A350 fluor: qHTS Assay for Spectroscopic Profiling in A350 Spectral Region; Compound autofluorescence, 340/450 nm, Alexa 350 dye-equivalents; active compounds read high; AID 590, 2007; 11% of 59,000 active; max dye-equivalent concentration, M; in the data active means max dye-equivalent concentration above about 10 nM; inconclusive means mostly about 1.1 nM to 9.6 nM
# 4-MU autofl: qHTS Assay for Spectroscopic Profiling in 4-MU Spectral Region; compound autofluorescence, 340/450 nm, 4-MU equivalents; active compounds read high; max dye-equivalent concentration, M; 11% of 59,000 active; in the data active means max dye-equivalent concentration above about 10 nM; inconclusive means mostly about 1.1 nM to 9.6 nM
#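 Compounds in 100 mM Tris, pH 8.0, sat 15 min at room temperature before fluorescence was read at 340 nm excitation/450 nm emission; a per-plate six-point 4-MU standard curve converted signals to dye-equivalent concentration at each compound concentration.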
# Caspase-1 inhib: qHTS Assay for Allosteric/Competitive Inhibitors of Caspase-1. P29466. Caspase-1 enzyme, Ac-WEHD-AFC fluorogenic rate. Potency, µM (series often up to 57.5 µM), inactives show at the highest dose activity change, negative = inhibition, most hits filed as inhibitors. 0.03% of 75,000 active. AID 900, 2007;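 further: potency means the concentration at half of the fitted maximal effect; plate controls were vehicle for no effect and no substrate for full effect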
# ERK AVP inh: qHTS Assay for Inhibitors of the ERK Signaling Pathway using a Homogeneous Screening Assay | Potency, µM (highest dose often 57.5 µM), for the others: at the highest dose activity, negative = inhibition, actives largely listed as inhibitors | HEK293-V1b, vasopressin-stimulated pERK AlphaScreen | 0.99% of 72,000 active; further: potency means the concentration at half of the fitted maximal effect; on the % scale 0 is the no-effect control and ±100 the full control effect; nearly all actives have a fitted effect of over 55% in size
#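 V1b-HEK293 cells; cpd 30 min 37C; 25 nM vasopressin 5 min; lyse 10 min; AlphaScreen beads 5 hr RT. Normalized to DMSO basal and 25 nM vasopressin; AC50 by Hill fit.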
# Rhodamine fluor: qHTS Assay for Spectroscopic Profiling in Rhodamine Spectral Region. 0.05% of 59,000 active. Rhodamine-region fluorescence, 547/598 nm, Tris buffer; active compounds read high. max dye-equivalent concentration, M. AID 594, 2007; in the data active means max dye-equivalent concentration above about 11 nM; inconclusive means between about 1.1 nM and that limit
#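 Read-out is relative fluorescence at 547 nm excitation and 598 nm emission, expressed as dye-equivalent concentration using rhodamine standards on every plate. Each compound was profiled across a concentration series after 15 min in 100 mM Tris, pH 8.0.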
# Tau fil binding: qHTS Assay for Tau Filament Binding; Potency, µM (top dose mostly 57.1 µM), inactives show at the top dose activity change, negative = inhibition; 2% of 71,000 active; recombinant tau filaments, thioflavin S fluorescence, 15 h; filaments grown with octadecylsulfate alongside compound;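 further: potency means the concentration at half of the fitted maximal effect; on the % scale 0 is the no-effect control and ±100 the full control effect; actives lower thioflavin S fluorescence by blocking filaments or displacing dye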
#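 Read-out: ThS fluorescence, 450 nm excitation/510 nm emission; lower signal marks blocked filament formation or displaced dye. Tau at 1 uM with 30 uM ODS, 10 uM ThS, 5 mM DTT, 100 mM NaCl, 10 mM HEPES pH 7.4; 15 h, 37 C.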
# Starred values were filed as active, the others as inactive; i = inactive; u = inconclusive; x = no result given; [ ] = remark or other dose. Unless noted, the call rests on the fitted dose curve; in most records, active means well fitted curve in the direction sought with a large enough effect; inconclusive means small, poorly fitted or top-dose-only effect, or another doubt; inactive means no such curve, though single readings can be large; an effect the other way counts as inactive or inconclusive. Not all compounds are listed; count on the stated rates, not on these rows.
entry	SMILES	Caspase-7 inhib	HEK293 cAMP cs	Fluorescein autfl	Luciferase inh	Texas Red fluor	A350 fluor	4-MU autofl	Caspase-1 inhib	ERK AVP inh	Rhodamine fluor	Tau fil binding
1	CC(C)NC(=O)N1CCCC2(CCN(C(=O)c3ccco3)CC2)C1	0%	11%	i	1%[11.4 µM]	i	i	i	-3%	13%	i	-22%
2	CC(=O)NC1N=C(C)N(c2ccccc2)C1=O (stereo not given)	1%	6%	i	2%	i	i	i	-1%	21%	i	2%
3	CC(=O)c1cc2c(cc1NC(=O)c1cc(C)nn1-c1ccccc1)OCO2	-10%	u	x	0%	x	x	x	-9%	8%	x	282%
4	O=C(COC(=O)CCc1c[nH]c(=O)[nH]1)Nc1ccccc1Cl	-11%	4%	u	1%	u	u	i	-7%	1%	i	20%
5	COc1ccc(C2CC(=O)C(C=NCCN3CCN(C(C)=O)CC3)=C(O)C2)cc1OC (stereo not given)	1%	2%	x	-1%	x	x	x	1%	-1%	x	6%
6	CCCCn1c(C)nc2c(=O)n(C)c(=O)[nH]c21	-3%	10%	i	0%	u	1.6e-08M*	1.5e-08M*	3%	17%	i	-3%
7	CCC(CC)c1nnc(NS(=O)(=O)Cc2ccccc2)s1	-2%	5%	i	3%	u	u	u	-1%	-5%	i	2%
8	O=c1cc(CSc2ccc(S(=O)(=O)N3CCCCC3)cn2)nc2sccn12	-1%	-11%	u	2%	u	u	u	1%	3%	i	11%
9	COC1(OC)N=C(N)C2(C#N)C(c3ccc(F)cc3)C12C#N (stereo not given)	0%	u	i	-2%	i	i	i	-2%	15%	i	13%
10	COc1ccc(Cc2noc(-c3ccc(C)cc3)n2)cc1	3%	27%	x	-2%	x	x	x	-2%	94%[activator]	x	-12%
11	N#CC(C(=O)C1CCCCC1)c1nc2ccccc2[nH]1 (stereo not given)	-1%	-5%	i	-3%	i	i	u	-1%	15%	i	28%
12	CC1(C)NC(=O)N(CCCCOc2cccc(C(F)(F)F)c2)C1=O	0%	3%	i	0%	i	i	i	0%	-13%	i	-12%
13	Cc1cc(S(=O)(=O)Nc2c(C(=O)O)[nH]c3ccccc23)ccc1F	-1%	5%	i	-1%	i	i	i	1%	3%	i	13%
14	C[C@@H]1C=CCC(=O)OC[C@H](C)C(=O)OC[C@H]2O[C@H]1C=C[C@@H]2O	3%[11.5 µM]	4%[11.4 µM]	x	-1%[11.4 µM]	x	x	x	1%[11.5 µM]	-5%[11.5 µM]	x	x
15	O=C(NCc1ccc(F)cc1)c1cnc2sccn2c1=O	0%	14%	x	0%	x	x	x	-3%	x	x	-22%
16	Cc1cc(C2C(=O)C(C(=O)c3ccc(Cl)cc3)C(=O)CC2(C)C)on1 (stereo not given)	-5%	16%	u	1%	i	i	i	-3%	19%	i	-12%
17	Clc1ccccc1CSc1nnc(-c2cccnc2)n1Cc1ccco1	-1%	10%	i	4%	u	6.7e-08M*	6.3e-08M*	0%	0%	i	7%
18	O=C(CCSc1nnc2scc(-c3ccccc3)n12)Nc1nc(-c2ccccc2)ns1	1%	10%	u	2%	i	i	i	1%	12%	i	160%
19	CCOC(=O)C1=C(C)NC(=O)NC1c1ccc(NC(C)=O)cc1 (stereo not given)	-4%	11%	i	-1%	u	i	i	2%	2%	i	1%
20	Cc1cnc(CNc2ncncc2-c2ccccc2C(F)(F)F)cn1	-4%	4%	i	1%[2.29 µM]	i	i	i	-1%	-6%	i	-7%
21	O=C(Nc1ccon1)C1CCN(S(=O)(=O)c2cccs2)CC1	1%	5%	i	3%	i	i	i	-1%	-29%	i	12%
22	Cc1oc2c(CN3CCCC3)c(O)ccc2c(=O)c1Oc1ccccc1Br	-25%	11%	i	-1%	i	4.3e-06M*	3.6e-06M*	u	-10%	i	-12%
23	CCC(=O)Nc1nnc(Sc2ccc(N(C)C)cc2)s1	0%	3%	x	1%	x	x	x	0%	-10%	x	38%
24	CCCN1CN(Cc2ccccc2)CC2=C1CC(C)(C)CC2=O	-1%	4%	i	2%	u	i	i	0%	0%	i	5%
25	COc1ccc(OC)c(C2CC(=O)c3c([nH]c(C(=O)OCC4CCCO4)c3C)C2)c1 (stereo not given)	-3%	2%	x	-2%	x	x	x	-4%	x	x	170%
26	CC(C)C(=O)NC(C)C(c1cccs1)N1CCN(C)CC1 (stereo not given)	1%	3%	u	0%	i	i	i	-1%	-6%	i	-15%
27	CSc1nc2ccc(NS(=O)(=O)c3ccc4c(c3)OCCO4)cc2s1	-1%	u	u	2%	u	u	u	3%	-20%	i	6%
28	Cc1ncsc1CCSc1n[nH]c(=O)n1-c1ccccc1	-1%	5%	i	-3%	i	i	i	0%	u	i	5%
29	CCOC(=O)c1[nH]nc2c1C(=O)N(Cc1ccccc1)C2=O	2%	3%	u	1%	i	u	u	-1%	23%	i	2%
30	CCCC(C(=O)NCc1ccco1)N(C(=O)CNS(=O)(=O)c1ccc(Cl)cc1)C1CCCC1 (stereo not given)	-2%	7%	u	-3%	i	i	i	1%	-5%	i	-6%
31	c1cncc(-c2nc(-c3ccco3)cs2)c1	-19%	7%	i	-13%	i	u	u	-6%	28%	i	u
32	O=C(Cn1nnc(-c2ccccc2)n1)c1ccccc1	-4%	4%	i	-7%	i	u	i	0%	29%	i	-3%
33	CCCCn1c(=O)n(CC(=O)Nc2ccc(C)c(Cl)c2)c(=O)c2c1ncn2Cc1ccco1	-5%	26%	u	-1%	i	i	i	-5%	u	i	92%
34	Cc1oc(-c2cccs2)nc1CS(=O)CC(=O)NCCCN1CC(C)CC(C)C1 (stereo not given)	-1%	2%	x	-9%	x	x	x	-2%	-24%	x	21%
35	CC(C)C(c1nnnn1Cc1ccccc1)N1CCC(C(N)=O)CC1 (stereo not given)	-2%	4%	i	3%	i	i	i	0%	3%	i	0%
36	CN1CCN(c2nc3c(c(=O)[nH]c(=O)n3C)n2CCCSc2ncccn2)CC1	0%	0%	u	0%	i	u	u	-1%	-22%	i	-7%
37	Cc1cc(C(C)(C)C)oc1C(=O)N1CCN(C(=O)c2oc(C(C)(C)C)cc2C)CC1	1%	u	i	-1%	i	i	i	1%	-11%	i	10%
38	Cc1cc(Nc2ccccc2N2CCOCC2)n2ncnc2n1	-1%	12%	u	0%	u	2.8e-08M*	2.1e-08M*	-1%	-9%	i	20µM*
39	Cc1ccc2c(CC(=O)OC(C)C(=O)NCc3ccc4c(c3)OCO4)coc2c1 (stereo not given)	0%	u	i	-1%	u	i	i	1%	-12%	i	2%
40	CCC(C)[C@H](N)c1nnc(SCc2cccc(F)c2)o1 (stereo not given in full)	0%	6%	i	5%	i	u	i	0%	-17%	i	-15%
41	COc1cc(NC(=O)c2cc3sccc3n2C)cc(OC)c1	-16%	u	i	13µM*	i	i	i	-17%	-11%	i	10%
42	CCn1c(NC(=O)c2cccs2)nc2ccccc21	0%	16µM*	i	-21%	u	u	u	4%	21%	i	9%
43	CC(OC(=O)c1cccs1)C(=O)NCc1cccs1 (stereo not given)	2%	10%	i	-1%	u	i	i	0%	-5%	i	-7%
44	CCn1nnnc1SCCSc1nnnn1CC	-1%	12%	u	2%	i	i	i	-1%	-17%	i	-2%
45	COc1ccccc1CNC(=O)CSc1nc2nc(C)cc(C)n2n1	0%	3%	i	1%	u	i	i	2%	-7%	i	-1%
46	O=C1CSC2(CCN(CCCN3c4ccccc4Sc4ccc(Cl)cc43)CC2)N1	-2%[11.5 µM]	-9%[11.4 µM]	u	-4%[11.4 µM]	i	i	i	2%[11.5 µM]	0%[11.5 µM]	i	-26%[11.4 µM]
47	CC[C@@H]1OC(=O)[C@H](C)[C@H](O[C@@H]2C[C@](C)(OC)[C@H](O)[C@H](C)O2)[C@H](C)[C@H](O[C@@H]2O[C@@H](C)C[C@@H](N(C)C)[C@@H]2O)[C@](C)(O)C[C@H](C)[C@@H]2N[C@H](COCCOC)O[C@H]([C@@H]2C)[C@]1(C)O	1%[25.7 µM]	5%[25.6 µM]	u	16%[25.5 µM]	i	u	u	-1%[25.7 µM]	7%[25.7 µM]	i	-20%[25.6 µM]
48	CCC(SC1=Nc2ccccc2C2=NC(CC(C)C)C(=O)N12)C(=O)Nc1ccc2c(c1)OCO2 (stereo not given)	-7%	16µM*	i	-5%	i	i	i	-6%	-4%	i	-30%
49	CCn1c(SCC(=O)Nc2cc(C)on2)nnc1-c1ccc(S(=O)(=O)N2CCCC2)cc1	-5%	22%	i	1%	i	i	i	-2%	-22%	i	2%
50	CCOC(=O)N1CCC(N2CCN(S(=O)(=O)CC)CC2)CC1	1%	-2%	i	-1%	i	i	i	-1%	12%	i	5%

# Screens as filed in PubChem.
